# KB-V1 MDR tox: qHTS assay for MDR1-selective chemotherapeutics: Primary screen using the drug-selected MDR subline cells KB-V1 | KB-V1 MDR cells viability, CellTiter-Glo, 72 h | Potency, µM (series often up to 46.1 µM), for the others: at the top dose activity change, negative = cytotoxicity, actives largely listed as cytotoxic | 3.4% of 400,000 active; note: potency is the fitted concentration of half-maximal effect; % is set by controls: 0 for no effect and ±100 for the full control effect; nearly all actives have a fitted effect of over 60% in size
#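 Potencies derive from concentration-effect curves fitted to normalized luminescence (CellTiter-Glo) of KB-V1 cells treated for 72 h at 37 degrees C in phenol-red-free DMEM containing 10% FBS.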
# MCF10A rereplic: A quantitative high throughput screen for small molecules that induce DNA re-replication in MCF 10a normal breast cells | MCF 10A DNA re-replication, Hoechst nuclear intensity, 48 h | 2.9% of 350,000 active | Potency, µM (highest dose often 46.1 µM), for inactives: at the highest dose activity, positive = re-replication, usual class: activators; note: potency is the fitted concentration of half-maximal effect; % of control where 0% means no effect; nearly all actives have a fitted effect of over 50% in size
# IL1B secr inh: qHTS for Inhibitors of Inflammasome Signaling: IL-1-beta AlphaLISA Primary Screen. THP-1 LPS/ATP IL-1B secretion, AlphaLISA, 16 h; stronger effect = lower value. activity change, % at 57.5 µM. 4.7% of 360,000 active; in the data active = activity change below about -50%; inconclusive = mostly about -30% to -49%; note: % is set by controls: 0 for no effect and ±100 for the full control effect
#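 THP-1 cells pretreated 1 hr with compounds (up to 57.5 uM final), then stimulated with LPS (250 ng/mL final) plus ATP (1.25 mM final); secreted IL-1B measured by AlphaLISA after 16 hr, decreased signal indicating inhibition.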
# WRN helicase inh: qHTS for Inhibitors of WRN Helicase | Bifunctional 3'-5' exonuclease/ATP-dependent helicase WRN (Homo sapiens), Q14191 | WRN helicase unwinding, fluorescent forked duplex, kinetic | Potency, µM (titrated, usually from 114 µM), without a hit: at the top dose activity change, negative = inhibition, usual class: inhibitors | 0.46% of 360,000 active | AID 651768, 2012; note: potency is the fitted concentration of half-maximal effect; % is set by controls: 0 for no effect and ±100 for the full control effect; nearly all actives have a fitted effect of over 55% in size
# Target sequence (Q14191 whole entry, looked up): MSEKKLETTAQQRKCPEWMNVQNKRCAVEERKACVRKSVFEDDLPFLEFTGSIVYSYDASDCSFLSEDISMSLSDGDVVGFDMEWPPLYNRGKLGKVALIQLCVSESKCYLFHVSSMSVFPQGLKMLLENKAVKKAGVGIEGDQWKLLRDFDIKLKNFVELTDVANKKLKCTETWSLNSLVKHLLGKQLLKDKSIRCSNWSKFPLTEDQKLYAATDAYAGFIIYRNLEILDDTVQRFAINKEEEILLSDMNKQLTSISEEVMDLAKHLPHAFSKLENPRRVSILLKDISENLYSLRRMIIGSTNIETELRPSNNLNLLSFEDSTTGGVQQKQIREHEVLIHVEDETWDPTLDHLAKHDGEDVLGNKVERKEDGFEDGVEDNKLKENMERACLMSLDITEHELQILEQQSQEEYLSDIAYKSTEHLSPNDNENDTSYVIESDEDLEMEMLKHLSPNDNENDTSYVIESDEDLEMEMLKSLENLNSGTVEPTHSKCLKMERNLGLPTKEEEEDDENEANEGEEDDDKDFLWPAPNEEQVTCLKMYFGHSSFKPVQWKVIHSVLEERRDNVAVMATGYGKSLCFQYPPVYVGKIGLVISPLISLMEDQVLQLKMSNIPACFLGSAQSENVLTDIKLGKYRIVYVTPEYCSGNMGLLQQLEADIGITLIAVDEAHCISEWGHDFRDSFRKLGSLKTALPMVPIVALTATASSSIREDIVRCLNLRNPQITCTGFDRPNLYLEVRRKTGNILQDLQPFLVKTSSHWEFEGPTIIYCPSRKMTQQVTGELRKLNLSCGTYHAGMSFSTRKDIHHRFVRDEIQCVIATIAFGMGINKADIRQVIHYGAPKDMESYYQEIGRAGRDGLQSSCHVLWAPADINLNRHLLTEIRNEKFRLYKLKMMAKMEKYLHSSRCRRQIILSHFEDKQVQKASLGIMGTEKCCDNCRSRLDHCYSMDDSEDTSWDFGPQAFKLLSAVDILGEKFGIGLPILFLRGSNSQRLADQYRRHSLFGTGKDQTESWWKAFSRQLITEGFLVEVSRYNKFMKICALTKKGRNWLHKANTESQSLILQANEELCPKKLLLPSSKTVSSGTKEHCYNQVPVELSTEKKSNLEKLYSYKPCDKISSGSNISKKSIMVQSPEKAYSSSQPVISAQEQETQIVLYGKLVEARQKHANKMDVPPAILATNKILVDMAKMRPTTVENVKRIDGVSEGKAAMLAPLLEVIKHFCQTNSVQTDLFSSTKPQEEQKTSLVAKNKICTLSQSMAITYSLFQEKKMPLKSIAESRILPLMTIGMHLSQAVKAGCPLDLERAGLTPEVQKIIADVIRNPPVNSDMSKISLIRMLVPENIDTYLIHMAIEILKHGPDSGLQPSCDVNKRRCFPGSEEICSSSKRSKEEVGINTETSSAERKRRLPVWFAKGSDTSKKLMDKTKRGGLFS
#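 Kinetic fluorescence helicase assay: unwinding of a quenched forked DNA duplex (100 nM final) with 2 mM ATP final raises red fluorescence (525/598 nm). Compounds sat 15 min at room temperature with 20 nM WRN beforehand.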
# SW480 rerep: A quantitative high throughput screen for small molecules that induce DNA re-replication in SW480 colon adenocarcinoma cells. AID 624297, 2012. Potency, µM (highest dose often 46.1 µM), for inactives: at the top dose re-replication activation, most hits filed as activators. 1.8% of 340,000 active. SW480 DNA re-replication, Hoechst DNA content imaging, 48 h; note: potency is the fitted concentration of half-maximal effect; % of control where 0% means no effect; nearly all actives have a fitted effect of over 55% in size
#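 First, 250 cells per well were seeded. Next, compound or vehicle (23 nL) was pinned in, plates sat 48 hr at 37 C. Finally Hoechst was added for 40 min before fluorescence scanning.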
# HT1080-NT tox: qHTS for induction of synthetic lethality in tumor cells producing 2HG: qHTS for the HT-1080-NT fibrosarcoma cell line; 1.6% of 360,000 active; Potency, µM (series often up to 46.1 µM), for inactives: at the highest dose activity, negative = less viability, most hits filed as cytotoxic; HT-1080-NT fibrosarcoma viability, CellTiter-Glo ATP luminescence, 48 h;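 note: NT is the 2HG producing partner of a matched IDH1 knockdown line; potency is the fitted concentration of half-maximal effect; 0% = DMSO-treated cells and -100% = media-only wells without cells; nearly all actives have a fitted effect of over 55% in size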
#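 HT-1080-NT; 750 cells/well; 5% FBS RPMI; 48 h compound, 37 degrees C; CellTiter-Glo luminescence; curve fitting and curve-class assignment.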
# HT1080 IDH1KD tx: qHTS for induction of synthetic lethality in tumor cells producing 2HG: qHTS for the HT-1080-IDH1KD cell line | HT-1080 IDH1 knockdown viability, ATP luminescence, 48 h | Potency, µM (highest dose often 46.1 µM), for the others: top-dose activity, negative = toxicity, most hits filed as cytotoxic | 2% of 360,000 active | AID 686971, 2013;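 note: potency is the fitted concentration of half-maximal effect; 0% = DMSO wells and -100% = cell-free medium wells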
#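 IDH1KD HT-1080 cells, 750/well, RPMI + 5% FBS; compound pinned after 2 h settling; 48 h, 37 °C; CellTiter-Glo luminescence; % activity normalised to DMSO and no-cell wells; curves fitted, classed by r2 and efficacy.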
# KB-3-1 tox: qHTS assay for MDR1-selective chemotherapeutics: Primary screen using the parental adenocarcinoma cell KB-3-1. 1.4% of 400,000 active. Potency, µM (highest dose often 46.1 µM), for inactives: at the highest dose activity change, negative = cytotoxic, hits mostly cytotoxic. KB-3-1 viability, CellTiter-Glo ATP luminescence, 72 h; note: potency is the fitted concentration of half-maximal effect; % is set by controls: 0 for no effect and ±100 for the full control effect; nearly all actives have a fitted effect of over 60% in size
#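 Using CellTiter-Glo luminescence, growth of non-resistant KB-3-1 adenocarcinoma cells is assessed 72 h after pin-tool compound addition at 37 °C. Normalized responses across the concentration series yield fitted curves.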
# ATXN2 expr inh: Primary qHTS for Inhibitors of ATXN expression. HEK-293 ATXN2-luciferase reporter, luminescence, 24 h. Potency, µM (top dose mostly 57 µM), for the others: at the highest dose activity change, negative = inhibition, most hits filed as inhibitors. 0.72% of 360,000 active. AID 1745845, 2022; note: potency is the fitted concentration of half-maximal effect; % is set by controls: 0 for no effect and ±100 for the full control effect; nearly all actives have a fitted effect of over 55% in size
#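 qHTS (up to 57 uM final) was run with 24 h compound exposure of reporter cells at 37 °C. Each well was multiplexed: SteadyGlo luminescence measured ATXN2-luciferase expression after a fluorogenic Gly-Phe-AFC viability readout (25 uM final).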
# The depositor's hits bear a star; ? = inconclusive; / = not tested or not shown; [ ] = dose if it differs, or a comment. Unless noted, calls come from the whole dose curve; as a rule, active = well fitted curve in the direction sought with a large enough effect; inconclusive = small, poorly fitted or top-dose-only effect, or another doubt; inactive = no such curve, though single readings can be large; an effect the other way counts as inactive or inconclusive.
molecule,KB-V1 MDR tox,MCF10A rereplic,IL1B secr inh,WRN helicase inh,SW480 rerep,HT1080-NT tox,HT1080 IDH1KD tx,KB-3-1 tox,ATXN2 expr inh
COc1ccc2cc(CCNC(=O)C3CC3)c(=O)[nH]c2c1,?,-5%,38,-4%,-7%,8%,23%,3%,3%
Cc1cccc(C(=O)OCC(=O)c2ccc3c(c2)OCCO3)c1O,-4%,0%,6,-8%,4%,-15%,0%,-6%,/
O=C(O)c1ccc(Cl)cc1NC(=O)C1CCCO1 (stereo not drawn),-8%,-4%,7,1%,0%,4%,-6%,-13%,-10%
CCCCN(C(=O)CSc1ncnc2sccc12)c1c(N)n(Cc2ccccc2)c(=O)[nH]c1=O,9%,-2%,-14,2%,-19%,-11%,0%,7%,10%
O=C(O)c1ccccc1-c1ccccc1C(=O)NNc1ccccc1,-11%,3%,8,5%,18µM*,-30%,?,-1%,0%
COC(=O)c1cc(NC(=O)c2c(Cl)nc3sccn23)cc(C(=O)OC)c1,7%,?,4,6%,-2%,?,?,-3%,-16%
CCCc1cc(=O)[nH]c(SCCOc2ccc(OCC)cc2)n1,28%,14%,54,-21%,-7%,4%,0%,12%,1%
CC1CCCCN1C(=O)CSc1nnc(CSc2ncccn2)n1C (stereo not drawn),17%,-1%,11,1%,0%,10%,11%,-12%,1%
Cc1ccc(S(=O)(=O)NCCC(=O)OCC(=O)NC(=O)c2cccn2C)cc1,8%,1%,18,-3%,-10%,18%,13%,7%,/
Cc1ccc(S(=O)(=O)Nc2cc(-c3nn(C)c(=O)c4ccccc34)ccc2N2CCOCC2)cc1,-1%,?,18,-3%,16µM*,?,10µM*,4%,30%
COc1ccccc1/C=C/CN1CCCC(CO)(CCc2ccccc2)C1 (stereo not drawn),-7%,5%,-94*,0%,1%,?,?,-12%,-20%
Cc1ccc(OCc2nnc(SCC(=O)Nc3ncc(C)s3)o2)cc1,13%,6%,9,-24%,-14%,-4%,-4%,-2%,29%
Cc1ccc(SCCN2CCC(C(C)(C)C)CCC2=O)cc1 (stereo not drawn),?,22%,1,-34%,3%,-8%,0%,?,27%
CC(C)C(c1nnnn1Cc1cccs1)N1CCN(C2CCCC2)CC1 (stereo not drawn),-13%,4%,-8,6%,-1%,11%,15%,-14%,0%
CC(C)OP(=O)(OC(C)C)C(O)c1ccc2c(c1)OCO2 (stereo not drawn),17%,0%,17,-17%,2%,4%,19%,-1%,0%
O=C1[C@H]2[C@@H](c3ccccc3)N[C@]3(CCCN(Cc4ccc(Br)cc4)C3=O)[C@H]2C(=O)N1Cc1ccccc1,-14%,/,-20,-4%,/,-26%,-23%,-6%,-29%
Cc1ccc(S(=O)(=O)Oc2ccc(/C=C3/N=C(c4ccccc4)OC3=O)cc2)cc1,-8%,3%,?,2%,1%,-1%,-4%,5%,8%
Nc1c(-c2ccc(Cl)cc2)cnc2ncnn12,?,0%,0,4%,-2%,0%,1%,-4%,16%
CO[C@@H]1CN(C)C(=O)c2ccc(NC(=O)C3CCCC3)cc2OC[C@@H](C)N(Cc2ccc(F)cc2)C[C@H]1C,23µM*,/,0,-8%,/,-19%,-21%,?,/
CCOc1ccc(OCCN2C(=O)NC(Cc3c[nH]c4ccccc34)C2=O)cc1 (stereo not drawn),?,0%,10,-8%,-1%,-4%,-8%,-1%,-3%

# Looked up by compound from the entries so far (2):
molecule,KB-V1 MDR tox,MCF10A rereplic,IL1B secr inh,WRN helicase inh,SW480 rerep,HT1080-NT tox,HT1080 IDH1KD tx,KB-3-1 tox,ATXN2 expr inh
COc1ccccc1/C=C/CN1CCCC(CO)(CCc2ccccc2)C1 (stereo not drawn),-7%,5%,-94*,0%,1%,?,?,-12%,-20%
CC1CCCCN1C(=O)CSc1nnc(CSc2ncccn2)n1C (stereo not drawn),17%,-1%,11,1%,0%,10%,11%,-12%,1%

# New compounds follow
molecule,KB-V1 MDR tox,MCF10A rereplic,IL1B secr inh,WRN helicase inh,SW480 rerep,HT1080-NT tox,HT1080 IDH1KD tx,KB-3-1 tox,ATXN2 expr inh
CCOC(=O)c1c(C)[nH]c(C)c1S(=O)(=O)N(C)CC(=O)Nc1ccccc1OC,7%,0%,7,-2%,15%,2%,-1%,-3%,-6%
Cc1ccc(C)n1/N=C1/NC(=O)CS1,16%,1%,19,16µM*,-2%,-3%,-5%,11%,-5%
CCN1CCN(C(c2ccccc2)c2nnnn2Cc2ccc(OC)cc2)CC1 (stereo not drawn),-21%,1%,?,-7%,2%,3%,-15%,0%,-14%
COc1ccc(NC(=O)CN(C)S(=O)(=O)c2cnc[nH]2)cc1OC,?,11%,0,-6%,22%,16%,9%,26%,7%
CN(C(=O)CSc1nnc(-c2ccc(OC(F)F)cc2)n1N)C1CCS(=O)(=O)C1 (stereo not drawn),1%,0%,11,4%,1%,-2%,-1%,26%,-11%
CCOC(=O)/C(C#N)=C1/C=CN(c2ccccc2)C=N1,-2%,9%,-5,4%,-3%,19%,21%,22%,36%
CCOC(OCC)c1cn(Cc2ccc(C(=O)c3ccccc3)cc2)nn1,?,?,41,12%,127%,?,?,18µM*,5%
Cc1onc(-c2ccccc2)c1-c1ccnn1C(=O)NC(C)C,-14%,-1%,-60*,-4%,-18%,23%,14%,-12%,-20%
CC(C)NC(=O)c1ccccc1NC(=O)/C=C/c1cccc([N+](=O)[O-])c1,?,-9%,6,3%,-1%,-1%,2%,?,-10%
Cc1ccccc1C(=O)OCC(=O)NCc1ccco1,-4%,-3%,10,?,12%,1%,-11%,-12%,25%
O=C(NCCCn1ccnc1)C1CC2CCC1C2 (stereo not drawn),4%,-3%,1,10%[57.1 µM],0%,15%,11%,1%,-7%
Cc1ccc(CN2CCN(/N=C/c3ccc(C(=O)O)cc3)CC2)cc1,?,2%,1,1%,0%,-1%,5%,9%,6%
CN(Cc1ccccc1)S(=O)(=O)c1ccc(NC(=O)c2ccccc2C(=O)O)cc1,10%,-1%,23,-2%,-2%,-1%,0%,1%,/
CC(NC(=O)CNC(=O)C1O[C@@H]2OC(C)(C)O[C@@H]2[C@H]2OC(C)(C)O[C@@H]12)C(=O)O (stereo partly drawn),-1%,-1%,7,-11%,-14%,7%,4%,5%,12%
CCCn1nc(C(=O)OCC(=O)c2ccc3c(c2)NC(=O)CO3)c2ccccc2c1=O,20%,3%,17,-1%,-3%,6%,9%,14%,0%
C/C(=N\NC(=O)Cc1ccccc1Cl)c1cccnc1,-9%,-2%,-23,4%,3%,17%,7%,5%,2%
CNC(=S)NNC(=O)Cc1ccccc1,-7%,6%,-7,7%,2%,-3%,-2%,-1%,-3%
NC(=O)c1nc(C(=O)N2CCCCC2)c2ccccc2n1,9%,?,-8,-7%,0%,27%,-1%,3%,-3%
COc1cccc(N(CC(=O)NC2CC3CCC2C3)S(=O)(=O)c2ccccc2)c1 (stereo not drawn),?,3%,-4,2%,1%,-2%,-8%,-4%,-1%
CCC(=O)Nc1nnc(SCc2ccc(F)cc2)s1,-17%,1%,-17,2%,-8%,6%,9%[9.24 µM],4%,2%

# The list continues:
molecule,KB-V1 MDR tox,MCF10A rereplic,IL1B secr inh,WRN helicase inh,SW480 rerep,HT1080-NT tox,HT1080 IDH1KD tx,KB-3-1 tox,ATXN2 expr inh
CSc1cccc(NC(=S)N2CCC(N(C)C3CCCCC3C)CC2)c1 (stereo not drawn),-26%,18%,-69*,2%,0%,1%,-5%,2%,-12%
Cc1ccc(S(=O)(=O)N(C)c2c(C)ccc(S(=O)(=O)N3CCN(C=O)CC3)c2C)cc1,-7%,-10%,20,-5%,0%,-1%,0%,-2%,-3%
O=C(CN1C(=O)C(=O)N(CCC2=CCCCC2)C1=O)c1c[nH]c2ccccc12,0%,?,-59*,-34%,1%,-4%,-8%,-1%,-6%
O=C(c1ccc(Br)o1)N1CCN(c2ccc3nnc(-c4ccc(F)cc4)n3n2)CC1,-24%,-1%,-3,-3%,-3%,-12%,-1%,?,5%
O=C(OCc1c(-c2ccccc2)ncc2ccccc12)c1ccc(Br)cc1,-13%,2%,18,-1%,-3%,0%,3%,?,-23%
CCCCc1cc(=O)oc2cc(C)cc(OCC(=O)N3C[C@H]4C[C@@H](C3)c3cccc(=O)n3C4)c12,-10%,?,-7,8%,1.8µM*,5%,-4%,?,-11%
CCS(=O)(=O)N1Cc2ccccc2CC1C(=O)OCC(=O)N(C(C)C)C(C)C (stereo not drawn),-5%,3%,4,-4%,-6%,9%,17%,20%,4%
CCN(CC(=O)NCc1ccc(Cl)cc1)CC(=O)Nc1ccc(C(N)=O)cc1,3%,-7%,10,-3%,-3%,-9%,-9%,-4%,/
O=C(NC1CCCCC1)C1CC=CCC1C(=O)OCC(Cl)=C(Cl)Cl (stereo not drawn),-12%,2%,-10,-17%,0%,-6%,1%,-6%,0%
COc1cc2cc(CN(CCc3ccccc3C)C(=S)NCCCN3CCOCC3)c(=O)[nH]c2cc1OC,0%,?,/,3%,4%,2%,0%,-6%,-15%
O=C(Nc1cccc(C(F)(F)F)c1)/C(=C/c1ccco1)NC(=O)c1cccs1,-1%,-3%,-11,-27%,0%,-4%,-2%,-1%,1%
CCCN1C(=O)c2cc(C(=O)O)ccc2C1O (stereo not drawn),7%,-4%,2,4%,-7%,2%,6%,7%,5%
CCN1C[C@@H]2[C@@H]3C(=O)N(Cc4ccccc4)C(=O)[C@@H]3[C@](CC)(C1=O)N2C(=O)c1ccc(Br)cc1,0%,5%,-3,-1%,-28%,6%,6%,0%,-1%
